Compound activity from PubChem.
Tb hexokinase: T. brucei hexokinase 1 inhibition | recombinant TbHK1, G6PDH-coupled NADH A340 | inhibition, % at 10 µM | 220,000 compounds, 0.11% hits | AID 1430;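 active = inhibition of 50% or more in the single-dose primary screen; inactive = inhibition below 50%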
14-3-3 Bad PPI: disrupts binding of bovine 14-3-3 zeta to phospho-Bad peptide. AID 781. 220,000 compounds, 0.71% hits. inhibition, % at 21.7 µM. TR-FRET 14-3-3zeta/Dy647-pBad peptide displacement, 1 h;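 active = inhibition above about 70%, limit read from the data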;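 note: 0% = full 14-3-3 plus peptide FRET controls and 100% = background without 14-3-3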
EP2 antag: inhibitors of human EP2 prostaglandin E2 receptor. C6 glioma cells expressing human EP2, cAMP TR-FRET; cells stimulated with saturating PGE2. P43116. 260,000 compounds, 0.52% hits. AID 1422. inhibition, % at 25 µM;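 active = percent inhibition above 40 after rounding to a whole number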;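 note: rat C6 glioma host cells with rolipram phosphodiesterase inhibitor present; the protocol text gives 20 µM as final concentration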
Target sequence (P43116 whole entry, looked up): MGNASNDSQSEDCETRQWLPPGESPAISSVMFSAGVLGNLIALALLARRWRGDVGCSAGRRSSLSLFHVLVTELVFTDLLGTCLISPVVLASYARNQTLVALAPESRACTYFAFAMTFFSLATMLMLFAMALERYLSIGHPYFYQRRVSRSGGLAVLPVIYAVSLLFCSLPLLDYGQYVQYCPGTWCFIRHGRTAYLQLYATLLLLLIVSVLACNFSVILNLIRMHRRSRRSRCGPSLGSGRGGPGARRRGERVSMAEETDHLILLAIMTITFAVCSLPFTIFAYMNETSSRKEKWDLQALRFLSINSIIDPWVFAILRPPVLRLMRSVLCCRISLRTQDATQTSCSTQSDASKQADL
eIF4E 4G PPI: inhibitors of eIF4E and eIF4G interaction in translation initiation; inhibition, % at 21.7 µM; P63073+Q04637; TR-FRET eIF4E-eIF4GI(517-606) binding, 2 h; 220,000 compounds, 0.37% hits;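 active = inhibition above about 30%, limit read from the data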;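 note: 0% = full FRET control wells and 100% = background wells lacking eIF4GI fragment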
zVAD death inh: L929 zVAD cell death inhibition; L929 zVAD necroptosis rescue, ATP luminescence, 24 h; with zVAD 60 µM; viability rescue, % at 10 µM; 220,000 compounds, 0.38% hits;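 active = activation, scaled between plate controls, above about 75%, limit read from the data; inactive = activation under that limit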;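 note: 0% = zVAD with DMSO and 100% = DMSO alone without zVAD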
Calpain2 inh: calpain II (pig) inhibition. inhibition, % at 16 µM. 220,000 compounds, 0.37% hits. purified calpain II, fluorogenic peptide substrate, 30 min. AID 1236;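 active = inhibition above about 50%, limit read from the data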
Hck-Nef inh: blocks Nef-activated human Hck kinase; P08631; Recombinant Hck-YEEI plus Nef, Z-Lyte FRET kinase assay; inhibition, % at 20 µM; 220,000 compounds, 0.68% hits;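 active = Hck-Nef kinase inhibition above about 50%, limit read from the data; inactive = inhibition below that limit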;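 note: 0% = DMSO with Hck plus Nef and 100% = Hck alone without Nef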
Target sequence (P08631 whole entry, looked up): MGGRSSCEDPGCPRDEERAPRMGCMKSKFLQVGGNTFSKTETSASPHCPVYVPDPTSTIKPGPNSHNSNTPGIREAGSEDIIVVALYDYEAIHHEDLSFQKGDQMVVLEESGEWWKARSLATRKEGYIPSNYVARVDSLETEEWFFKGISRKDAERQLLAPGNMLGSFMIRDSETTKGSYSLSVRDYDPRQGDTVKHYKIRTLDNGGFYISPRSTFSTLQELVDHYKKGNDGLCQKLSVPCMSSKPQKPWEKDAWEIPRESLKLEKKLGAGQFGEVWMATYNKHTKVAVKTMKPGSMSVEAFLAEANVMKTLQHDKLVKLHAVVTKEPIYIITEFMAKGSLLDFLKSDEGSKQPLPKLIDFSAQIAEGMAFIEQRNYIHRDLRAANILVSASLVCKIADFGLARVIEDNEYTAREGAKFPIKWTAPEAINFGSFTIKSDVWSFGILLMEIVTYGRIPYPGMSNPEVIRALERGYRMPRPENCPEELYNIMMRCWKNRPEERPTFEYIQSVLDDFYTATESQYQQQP
Rad51 HR inh: blocks human Rad51 in homologous recombination; inhibition, % at 10 µM; hRad51 DNA strand exchange, fluorescence dequenching; Q06609; 200,000 compounds, 0.085% hits;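 active = inhibition above 40% at the single screening dose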;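 note: 0% = DMSO control wells and 100% = blanks with heterologous ssDNA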
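Test system – preformed human Rad51 ssDNA filaments · Reagent – Donor/quencher-labelled 47-bp dsDNA substrate · Incubation – 37 °C 15-min filament assembly, 30-min compound preincubation, 15-min exchange · Signal – FRET fluorescence dequenching, excitation 485 nm, emission 520 nm · Read-out – percent inhibition from fluorescence, normalised to plate control and blank means · Benchmarks – plate control and blank wells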
EP2 mod: modulates human prostaglandin E2 receptor EP2 signaling. AID 940. EP2-expressing cells, cAMP HTRF FRET, PGE2 co-stimulation. P43116. induction, % at 25 µM. 260,000 compounds, 0.83% hits;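 active = compounds whose cAMP rise, as percent of the full-agonist control response, exceeds 60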;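 note: rat C6 glioma line stably carrying human EP2 under a CMV promoter; the protocol text gives 20 µM as final concentration; 100% = response of wells given 1 µM PGE2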
* = called active by the depositor; i = inactive; . = not tested or not shown; & = joins results of further samples; ! = not active in a repeat; [ ] = another dose, or the depositor's remark. Some of the compounds tested; count on the stated rates, not on these rows.

SMILES	Tb hexokinase	14-3-3 Bad PPI	EP2 antag	eIF4E 4G PPI	zVAD death inh	Calpain2 inh	Hck-Nef inh	Rad51 HR inh	EP2 mod
Cn1c(SCc2ccc(F)cc2)nnc1-c1ccccn1	27	1	4	7	-0.3	18	4	-3	14
O=S(=O)(c1ccc(Cl)cc1)N1CCC(N2CCCCCC2)CC1	10	17	6	-6	0.1	-6	2	-6	-4
CCOC(=O)Cn1cc(/C=N/NC(=O)c2ccc(C#N)cc2F)c2ccccc21	-46	-2	13	0	0.1	-19	7	-3	-35
COc1ccccc1NS(=O)(=O)c1cc(NC(=O)c2sccc2C)ccc1N1CCOCC1	-20	0	8	-10	58	-54	20	7	2
CCOC(=O)C1=C(C)N=c2s/c(=C3/C(=O)Nc4ccccc43)c(=O)n2C1c1ccc(C)cc1 (stereo not drawn)	-11	-1[fluorescence artefact?]	9	5	-1.0	-57	-10	1	38
COc1ccc(N(CC(=O)O)S(=O)(=O)c2cccnc2)cc1	14	1	13	3	-0.1	-24	0	-1	21
COC(=O)c1cn(C(=O)/C=C/c2ccc(OC)c(OC)c2)c2ccccc12	-16	-1	43*	0	0.1	-14	-22	0	-43
COc1ccc(-c2noc(C3CCCN(C(=O)CCc4ccccc4)C3)n2)cc1 (stereo not drawn)	-3	4[fluorescence artefact?]	6	4	0.3	2	-1	1	31
CCOc1ccccc1OCCCOc1ccc(C)cc1Cl	1	-1	8	4[fluorescence artefact?]	-0.5	-9	1	-1	41
CS(=O)(=O)Oc1ccc2c(c1)O/C(=C\C=C\c1ccccc1)C2=O	-20	-1	5	-12	-1.1	-7	22	-12	-13
Cn1c(CCC(=O)OCC(=O)NCc2ccccc2Cl)nc(=O)c2ccccc21	10	-4	4	-4	0.3	18	23	-2	17
CN(C)S(=O)(=O)c1ccc(S(=O)(=O)N(CC(=O)Nc2ccccc2)Cc2ccco2)cc1	4	5	12	-15	1.3	38	3	-5	-9
CCC1=NN(C(=O)C(=O)NCCc2ccccc2)C(O)(C(F)(F)F)C1 (stereo not drawn)	1	-3	3	1	0.9	16	1	i	40
C=CCN1C2CCCC1CC(NC(=O)Nc1cc(C)cc(C)c1)C2 (stereo not drawn)	3	-6	7	0	0.2	17	-8	.	-25
Cc1nc2nc(Cc3ccccc3)[nH]n2c(=O)c1Cc1ccccc1	-1	-8	12	2[fluorescence artefact?]	0.5	4	0	-9	3
O=c1[nH]c(CN2CCOCC2)nc2cc(Cl)ccc12	3	-8	7	0	3.5	16	18	10	11
CC(C)=C1C(=O)NN(c2ccc(F)c(Cl)c2)C1=O	5	-6	5	3	0.5	-47	0	-11	17
COc1ccc(S(=O)(=O)N(C)c2ccc(C(=O)N3CCOCC3)cc2)cc1OC	-4	1	11	-2	0.1	-5	2	-7	28
NNC(=O)Cn1c(-c2nonc2N)nc2ccccc21	-6	-3	2	-2	2.8	-14	-2	-7	10
Nc1ccc(C(=O)OCCCc2nc3cc4ccccc4cc3[nH]2)cc1	-11	48	6	5	-0.5	14	9	-4	-32
C/C=C/C(=O)N1c2ccccc2C(C)=CC1(C)C	1	-5	9&8	3	-0.7	32	14	2	61*!
COc1ccc(NS(=O)(=O)c2ccc3c(c2)CCC(=O)N3)c(OC)c1	6	4	4	2	-0.1	-32	2	-1	-5
COc1cc(-c2nc(S(=O)(=O)c3ccc(C)cc3)c(N(C)C)o2)cc(OC)c1OC	1	0	13	5	1.4	-3	0	4	7
c1n[nH]c(NCc2ccc3c(c2)OCO3)n1	-6	7	6	2	1.9	-8	0	0	21
C=CCNc1nc(N2CCCC2)nc2ccccc12	-6	9	.	-3	-0.6	-27	2	.	-18
CC12CCC(C(=O)Nc3ccccc3Br)(C/C1=N\O)C2(C)C (stereo not drawn)	-3	-3	3	1	0.4	14	0	2	29
Cc1ccc(Nc2ncnc(N)n2)cc1	2	-14	7	0	49	-12	24	20	2
O=C(Cc1ccc([N+](=O)[O-])cc1)N1N=C2CCCCC2C1(O)C(F)(F)F (stereo not drawn)	-4	6	3	5	-0.3	24	3	14	72*
Cc1ccc(NC(=S)NCC(C)CSc2ccc(Cl)cc2)cc1 (stereo not drawn)	19	-3	10	1	0.1	36	6	.	-40
Cn1c(=O)c2c(nc(SCC(=O)c3cccs3)n2Cc2ccc(F)cc2)n(C)c1=O	4	-69[fluorescence artefact?]	33&23	-275[fluorescence artefact?]	0.3	6	3	3	75*

Sorted by length of the SMILES (ascending): 3 of the compounds above
SMILES	Tb hexokinase	14-3-3 Bad PPI	EP2 antag	eIF4E 4G PPI	zVAD death inh	Calpain2 inh	Hck-Nef inh	Rad51 HR inh	EP2 mod
NNC(=O)Cn1c(-c2nonc2N)nc2ccccc21	-6	-3	2	-2	2.8	-14	-2	-7	10
Cc1nc2nc(Cc3ccccc3)[nH]n2c(=O)c1Cc1ccccc1	-1	-8	12	2[fluorescence artefact?]	0.5	4	0	-9	3
COc1ccc(S(=O)(=O)N(C)c2ccc(C(=O)N3CCOCC3)cc2)cc1OC	-4	1	11	-2	0.1	-5	2	-7	28

New compounds follow:
SMILES	Tb hexokinase	14-3-3 Bad PPI	EP2 antag	eIF4E 4G PPI	zVAD death inh	Calpain2 inh	Hck-Nef inh	Rad51 HR inh	EP2 mod
CCn1c(=N)n(CC(=O)c2ccc(OC)c(OC)c2)c2ccccc21	-7	-12[fluorescence artefact?]	5	-2	0.1	-23	5	-1	16
COCCC(=O)NC12CC3CC(CC(C3)C1)C2	-6	1	2	2[fluorescence artefact?]	0.3	-23	9	3	11
Cc1cc(C)n2c(SCc3ccc(Br)cc3)nnc2n1	-1	7	11	3	-0.7	19	-1	-12	6
COc1ccccc1N1CCN(C(c2cccs2)C(C)NS(=O)(=O)c2ccccc2)CC1 (stereo not drawn)	1	2	8	-2	-0.1	-2	-3	-1	7
CCOC(=O)c1cc2n(c1N)-c1ccccc1C2=O	-4	-4[fluorescence artefact?]	3	-2[fluorescence artefact?]	0.4	-91	-2	-324	-19
CCOC(=O)C1=C(N)OC2=C(C(=O)CC(C)(C)C2)C1c1ccc(CC)s1 (stereo not drawn)	3	-11	15	3	3.4	2	23	-4	73*
CCCOc1cccc(C(=O)NC(=S)Nc2ccccc2)c1	-1	-7[fluorescence artefact?]	11	2[fluorescence artefact?]	1.1	5	-2	-1	18
CC(=O)O[C@H]1CC(C)(C)C(=C=C/C(C)=C/C=C/C(C)=C/C=C/C=C(C)/C=C/C=C(\C)C(=O)C[C@@]23O[C@]2(C)C[C@@H](O)CC3(C)C)[C@](C)(O)C1	-63	-3	18	1	-0.3	-70	25	-1	-21
COc1cc(OC)cc(C(=O)N=c2sc3ccccc3n2C)c1	-9	-9	10	-6	11	-77	81*	27	20
CCN(CC)S(=O)(=O)c1ccc(Cl)c(NC(=O)CCCCl)c1	-6	3	4	2	-0.4	18	5	-1	12
O=C(CN1C(=O)C2C3C=CC(C3)C2C1=O)NCC1COc2ccccc2O1 (stereo not drawn)	-5	4	12	3	0.6	-44	2	5	-27
CC1CCCCN1C(=O)Cn1cc(C(=O)c2ccco2)c2ccccc21 (stereo not drawn)	-33	-6[fluorescence artefact?]	14	15	-0.4	25	0	-8	5
COCC(=O)OCc1cc2cccc(C)c2[nH]c1=O	-15	5	3	-1	0.8	-27	19	4	11
CCN(CC)C(=O)c1sc2nc(-c3cccs3)cc(-c3ccc(Cl)cc3)c2c1N	-16	-18[fluorescence artefact?]	26	-4	0.1	-104	-6	-28	4
S=C(c1ccc(-c2cc(Cl)ccc2Cl)o1)N1CCCCC1	27	-23[fluorescence artefact?]	9	2	0.1	10	5	11	28
O=C(N/N=C/c1ccc(F)cc1)c1sccc1OCc1ccc(F)cc1	3	2	10	0	0.0	-14	0	0	42
CCOC(=O)C1CCCN(C(=O)c2cccc([N+](=O)[O-])c2C)C1 (stereo not drawn)	0	7	5	1	-1.8	29	9	-5	-21
COc1ccc(-n2c(-c3ccc(Cl)cc3)c[n+]3c2CCCCC3)cc1	3	-3	3	-3	-0.9	1	2	2	-18
O=C(NCCCn1ccnc1)/C(=C/c1ccco1)NC(=O)c1ccccc1	-10	.	9	.	-0.1	.	1	3	.
CCOc1ccc(CN2C(=O)CCC2(C)C(=O)NCc2cccnc2)cc1 (stereo not drawn)	-6	15	8	8	3.5	-5	-2	6	1
Cc1cccc(N2C(=O)CC(Sc3ncn[nH]3)C2=O)c1 (stereo not drawn)	-2	-6	8	0	0.2	-19	2	10	16
COc1ccc(-c2ccc([C@H]3[C@@H]4C=CCC[C@@]4(C)C(=O)N3Cc3ccccc3)c(F)c2)cc1OC	-13	4	11	-3	0.6	7	19	-8	15
Cc1nc(SCC(=O)N2CCOCC2)c2c(=O)n(C)c(=O)n(C)c2n1	-7	-2	3	-7	0.0	-19	21	.	21
Cc1ccccc1NP(=O)(c1ccccc1)c1nc2ccccc2s1 (stereo not drawn)	-1	-7	6	2	-1.6	10	-9	-2	30
COc1cc(-n2c(C)nc3cc(C(=O)NCc4ccco4)ccc32)cc(OC)c1OC	5	4	10	1	0.9	9	9	14	20
CCCCCCC1CC(CSc2ncn[nH]2)OC1=O (stereo not drawn)	2	-3[fluorescence artefact?]	14	-7	0.7	-15	7	3	17
Cc1ccc(C(=O)CN2C(=O)C(=O)N(Cc3ccccc3)C2=O)cc1	-1	-10	8	11	0.1	1	6	25	21
CC1Cn2c(nnc2-c2cccc(Cl)c2)S1 (stereo not drawn)	-3	9	6	-5	0.2	-15	22	3	-10
CSc1nsc(SCC(=O)N2CCCc3ccccc32)n1	0	-11	11	4	-0.2	32	0	.	34
COC(=O)c1c(C)noc1-c1cc(C)on1	-2	3	19	-5	0.8	17	-8	.	5
CCOC(=O)c1c(-c2ccc(C)o2)csc1NC(=O)CN1CCN(CC)CC1	10	71*	10	-2	0.2	-40	1	6	-4
CCN1CCN(S(=O)(=O)c2ccc(C)c([N+](=O)[O-])c2)CC1	-3	5	4	1	-0.4	0	0	-7	-2
CC(C)c1ccc(CNC(=O)CCc2ccccc2)cc1	0	7	4	3	0.5	22	10	.	-24
COc1ccccc1C(=O)N1CCN=C1SC	-1	6	23	-3	-0.3	0	1	6	-9
O=C(CCSc1ccc(Cl)cc1)N1CCN(c2ccc(O)cc2)CC1	-6	-9	8	3	-0.9	-15	14	.	-29
Cc1cccc(N(CC(=O)N2CCCC2)S(=O)(=O)c2ccccc2)c1	2	-3	14	2	-0.6	-2	3	-7	29
C#CCOC(=O)c1ccc(-n2cncn2)nc1	4	-14	22	0	0.7	-25	2	-4	5
C=CCN(CC=C)S(=O)(=O)c1ccc(C(=O)Nc2nnc(COC)o2)cc1	-1	-26	4	-2	1.0	-16	18	1	25
Cc1c(NC(=S)N/N=C/c2cc([N+](=O)[O-])ccc2O)c(=O)n(-c2ccccc2)n1C	22	1	5	4	-0.5	6	12	-6	-10
C/C(=N/Nc1ccc(F)cc1)c1ccc(Cl)s1	1	-3	3	20	0.8	-19	6	-3	31
C=CCNc1nnnc2c1sc1nc(N3CCOCC3)c3c(c12)CCCC3	-31	4	6	0	-0.8	7	38	23	-26
Clc1ccc(CNc2ccc(CNc3ncn[nH]3)cc2)cc1	-1	2	12	2[fluorescence artefact?]	0.7	20	7	.	-15

Grouped by structure: those above with bromine (2)
SMILES	Tb hexokinase	14-3-3 Bad PPI	EP2 antag	eIF4E 4G PPI	zVAD death inh	Calpain2 inh	Hck-Nef inh	Rad51 HR inh	EP2 mod
CC12CCC(C(=O)Nc3ccccc3Br)(C/C1=N\O)C2(C)C (stereo not drawn)	-3	-3	3	1	0.4	14	0	2	29
Cc1cc(C)n2c(SCc3ccc(Br)cc3)nnc2n1	-1	7	11	3	-0.7	19	-1	-12	6
